Source: PubChem
DAGLB inh: diacylglycerol lipase beta (human) inhibition. Q8NCG7. HEK293T DAGLB membrane lysate, EnzChek fluorogenic substrate. inhibition, % at 5.17 µM. 340,000 compounds, 0.059% hits. AID 504411; in the data active = inhibition above about 34%;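 also: 0% = enzyme with vehicle and 100% = wells lacking enzyme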
E coli growth: reduces bacterial viability in AddAB counter-screen | E. coli V3065 growth, OD600 absorbance, 18 h | inhibition, % at 11.9 µM | 330,000 compounds, 0.27% hits;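 active = inhibition above the campaign's mean inhibition across all tested compounds plus 3 SD, cut at about 9.9% in these data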;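 also: uninfected addAB+ strain grown without phage in ampicillin broth; 0% = DMSO wells and 100% = ciprofloxacin 0.95 µg/ml wells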
HTR5A ag ctr: counter-screen for OPRM1-OPRD1 agonists: human HTR5A agonism; P47898; HTR5A agonist assay, luminescence, cell-based; activation, % at 9.3 µM; 340,000 compounds, 0.61% hits; AID 504692; in the data active = activation mostly above about 9.5%, no sharp cut-off; inactive = mostly below about 7.6%;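 also: 0% = cells with vehicle only and 100% = reference agonist; strong numbers were not always called active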
Target sequence (P47898 whole entry, looked up): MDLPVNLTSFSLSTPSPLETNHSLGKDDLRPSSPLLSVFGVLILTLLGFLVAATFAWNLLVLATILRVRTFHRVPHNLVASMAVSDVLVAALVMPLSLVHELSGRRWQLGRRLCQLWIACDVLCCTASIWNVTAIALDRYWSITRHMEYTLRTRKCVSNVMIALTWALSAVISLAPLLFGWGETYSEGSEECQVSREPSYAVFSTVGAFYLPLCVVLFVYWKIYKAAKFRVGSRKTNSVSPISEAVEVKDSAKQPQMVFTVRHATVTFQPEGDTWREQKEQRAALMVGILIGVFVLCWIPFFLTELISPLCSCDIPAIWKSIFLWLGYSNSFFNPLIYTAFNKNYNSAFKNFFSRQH
PKA-R1A activ: activates the PKA-R1A holoenzyme complex | activation, % at 11.4 µM | PKA-R1A dissociation, Cy5-IP20 fluorescence polarization; scaled: DMSO 0%, 113 µM cGMP 100% | 340,000 compounds, 0.083% hits | P00514+P68181;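 active = percent activation above the mean of all tested compounds plus 3 SD, cut at about 19% in these data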;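 also: higher means more PKAc released from R1A so a rise in polarization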
HTR5A inv ag: counter-screen for OPRM1-OPRD1 inverse agonists: human HTR5A inverse agonism; P47898; HTR5A cell line, luminescence; inhibition, % at 9.3 µM; 340,000 compounds, 0.083% hits; in the data active = inhibition mostly above about 23%, no sharp cut-off; inactive = mostly below about 18%;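 also: 0% = cells with DMSO and 100% = no-cell wells with DMSO; some compounds called inactive have numbers as strong as hits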
Mot1-301 SUMO: blocks SUMOylation pathway, rescuing yeast Mot1-301 growth; S. cerevisiae Mot1-301 growth rescue, ATP luminescence, 38.5C; percent above DMSO median, 100 means doubled; growth rescue, % at 18.8 µM; 320,000 compounds, 1% hits; AID 2716;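 active = every valid replicate shows activation above 250% relative to neutral control wells; inactive = the rest, any valid replicate at or below 250%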;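 also: OY570 slx delta 5 strain wells were the positive control but not used for scaling; some compounds called inactive have numbers as strong as hits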
CDK5 inh: CDK5/p35 (human) kinase inhibition; Recombinant CDK5/p35, ADP-Glo luminescence, 60 min; inhibition, % at 10 µM; 330,000 compounds, 0.01% hits;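 active = highest replicate inhibition of at least 50% and at least 75% of replicates reaching 50%; inconclusive = only one of the two criteria met; inactive = both criteria failed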;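 also: plate controls were DMSO neutral control for no effect and GW8510 at 10 µM for full effect; many of its hits are not listed in these tables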
phage Ecoli inh: E. coli growth loss with phage present; growth absorbance; AID 651602; 360,000 compounds, 0.26% hits; inhibition, % at 11.9 µM; in the data active = inhibition above about 11%
Tat export inh: E. coli Tat transport inhibition; E. coli MC4100 TorA-mCherry Tat export, fluorescence; inhibition, % at 10 µM; 340,000 compounds, 0.036% hits; AID 488895;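 active = mean replicate inhibition at least 50% and at least half of replicates individually reaching 50%; inconclusive = only one of the two criteria met; inactive = neither criterion met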;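 also: exported cargo escapes ClpAP degradation while cytoplasmic cargo is degraded and loses fluorescence; 0% = median of neutral control wells and 100% = median of NaSCN control wells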
PKA-R2B activ: activators of human PKA-R2B complex. PKA-R2B holoenzyme dissociation, Cy5-IP20 fluorescence polarization; R2B truncated from residue 108, S112A mutant; 0% DMSO only, 100% 113 µM cGMP. activation, % at 11.4 µM. P22694+P31323. 340,000 compounds, 0.079% hits;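 active = activation above a cutoff set at the mean over all compounds plus 3 SD, cut at about 18% in these data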;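 also: higher means more holoenzyme dissociation and a rise in polarization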
Target sequence (P31323 whole entry, looked up, other chains not shown, the tested form may be a part): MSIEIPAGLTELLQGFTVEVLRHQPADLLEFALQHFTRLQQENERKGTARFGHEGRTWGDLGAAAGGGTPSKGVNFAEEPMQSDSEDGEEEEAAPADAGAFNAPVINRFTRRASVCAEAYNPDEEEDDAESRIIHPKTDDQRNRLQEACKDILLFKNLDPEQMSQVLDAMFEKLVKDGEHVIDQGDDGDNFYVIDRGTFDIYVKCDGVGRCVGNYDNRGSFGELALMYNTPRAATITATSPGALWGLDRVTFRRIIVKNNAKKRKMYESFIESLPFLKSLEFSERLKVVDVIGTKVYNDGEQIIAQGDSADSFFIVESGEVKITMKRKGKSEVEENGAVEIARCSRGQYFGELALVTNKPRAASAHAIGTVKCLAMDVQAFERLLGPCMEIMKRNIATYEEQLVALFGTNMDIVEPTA
AddAB inh: less growth of phage-infected E. coli with AddAB; inhibition, % at 11.9 µM; 330,000 compounds, 0.29% hits; E. coli expressing H. pylori AddAB, absorbance growth; in the data active = inhibition above about 12%;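 also: 0% = vehicle wells of infected cells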
Starred values were filed as active, the others as inactive; ? = inconclusive; / = no result given.

SMILES	DAGLB inh	E coli growth	HTR5A ag ctr	PKA-R1A activ	HTR5A inv ag	Mot1-301 SUMO	CDK5 inh	phage Ecoli inh	Tat export inh	PKA-R2B activ	AddAB inh
CCc1nn(C(C)C(=O)NCCN2CCN(c3cccc(C)c3C)CC2)c(=O)c2cc3occc3n12 (stereo unspecified)	3	-1.8	1	-8	-28	-15	0.6	-1.0	2	4	-0.3
O=C1Nc2ccccc2N(O)N1c1cc(-c2ccc(Cl)cc2)[nH]n1	3	-2.5	3	-8	-8	6	-2.7	2.7	12	-1	2.2
COc1cc(NC(=O)Cn2cnc(S(=O)(=O)N3CCC(C)CC3)c2)cc(OC)c1OC	2	0.5	-3	-7	1	/	-3.4	-0.2	-8	-7	3.6
CN(C)S(=O)(=O)c1cccc(NC(=O)COc2cccc(C#N)c2)c1	-2	-1.3	1	4	-5	22	1.4	3.7	2	-17	2.9
CN1CCN(c2ccc(S(=O)(=O)N3CCCCC3)cc2NC(=O)COc2cccc(Cl)c2)CC1	3	1.1	3	-8	10	24	-0.2	5.0	-5	3	4.4
CCCCSc1nnc(-c2ccc(OC)cc2)n1C	-1	-0.9	-1	-1	3	1	1.5	1.6	3	-10	-0.5
Cc1cc(/C=C(\C#N)C(=O)NCc2cccs2)c(C)n1-c1ccccc1F	-2	0.5	2	-6	2	1	-0.7	1.0	0	-8	0.5
Cc1ccc(C2(C)NC(=O)N(CC(=O)Nc3nc(-c4ccccn4)cs3)C2=O)cc1 (stereo unspecified)	4	-5.0	4	-8	-25	106	0.6	0.1	-17	-9	-4.5
CC(=O)c1ccc(NC(=O)NC2CC(=O)N(c3ccc4c(c3)OCCO4)C2)cc1 (stereo unspecified)	0	-0.5	3	-3	-8	8	0.5	-2.4	6	-12	-0.3
NC(=O)c1ccc(/C=N/O)[n+](Cc2ccccc2)c1	1	-1.5	0	0	1	14	-1.7	3.2	-10	-2	0.7
O=C(CNC(=O)C1CCCCC1)Nc1ccc(Cl)cc1	-2	0.2	1	-5	-4	-14	0.2	0.8	-1	-9	-2.0
COc1ccc(N2CCN(CCCNC(=O)Nc3ccccc3)CC2)cc1	-1	1.1	1	3	10	-16	-0.9	2.2	-3	9	2.2
CC(=O)N1N=C(c2cccc(Cl)c2)OC1c1cccc([N+](=O)[O-])c1 (stereo unspecified)	-2	1.4	-5	15	-6	8	-1.5	4.0	4	8	-0.5
CC(C)CC(=O)N1CCN(Cc2ccc3ccccc3c2)CC1	-4	2.3	-2	-11	6	-7	2.0	2.4	-1	-7	1.5
CCOC(=O)NC1(Nc2cccc(Cl)c2)Oc2ccccc2O1	-2	1.2	3	-6	-39	7	1.8	0.9	-4	-7	0.3
O=C(CNC(=O)c1ccncc1)Nc1ccc(F)c(F)c1	-3	-1.5	4	-2	-16	0	0.6	2.1	-1	-20	-1.7
Cc1cccc(C)c1NC(=O)CNC(=O)c1c(C)nn(C)c1Cl	1	-1.6	-2	-7	7	-12	1.8	0.9	1	3	1.5
CN(O)/C=C/C(=O)c1ccc(Br)cc1	/	-0.2	/	/	/	-10	-5.8	3.8	-1	/	-0.8
CCCCN(CC)CCNC(=O)CN1C(=O)COc2ccc(S(=O)(=O)N3CCCC3)cc21	4	2.1	-5	-5	6	17	-0.8	0.7	-2	0	4.0
N#Cc1ccccc1Sc1ccccc1C(=O)OCC(N)=O	-1	-0.3	2	2	-5	-17	0.7	-6.3	3	-5	-0.6
CCOC(=O)N1CCN(c2ncnc3c2cnn3-c2ccc(OC)cc2)CC1	3	/	-2	-10	5	/	-0.4	3.8	-1	2	/
CC1CN(S(=O)(=O)c2cccc(C(=O)NCc3ccc4c(c3)OCO4)c2)CC(C)O1 (stereo unspecified)	1	-1.5	2	0	-10	-18	0.0	0.2	8	-12	-0.8
CCC1CCc2[nH]nc(C(=O)O)c2C1 (stereo unspecified)	0	0.7	5	4	-14	16	1.0	-0.3	-2	-9	2.0
Cc1nn(C(=O)N(C)C)c(C)c1CN1C(=O)c2ccccc2C1=O	1	/	3	-5	-13	-13	-4.4	1.8	16	-1	/
Cc1cccc(OCc2nnc(SCc3cc(=O)[nH]c4ccccc34)n2-c2ccccc2)c1	2	-1.1	2	-1	14	-11	-1.3	2.1	11	-8	-1.1
COc1ccc(-c2cc(C(F)(F)F)nc(N3CCN(Cc4ccccc4)CC3)n2)cc1OC	-7	-0.4	-3	-19	10	-6	-1.1	1.9	9	7	-1.2
CC(C)NC(=O)CSc1nc(Cc2cccs2)nc2ccccc12	2	-4.5	-6	2	16	12	0.7	0.6	7	-2	-1.0
Cc1ccc(CCC(=O)Nc2ccc(S(N)(=O)=O)cc2)o1	0	0.1	3	-8	5	-2	1.9	3.2	-3	6	2.9
CCOc1ccc(-n2ccnc(SCC(=O)Nc3ccc(CC)cc3)c2=O)cc1	-1	-1.0	0	-16	16	10	-0.1	-0.5	4	-7	-0.8
CCCNC(=O)COC(=O)c1n[nH]c2ccccc12	3	-0.1	0	-2	1	-1	0.6	0.8	-2	-8	0.7
Nc1cc(S(=O)(=O)Nc2ccccc2Cl)ccc1N1CCOCC1	3	-1.7	1	-9	8	14	-1.5	-2.2	-7	11	-2.1
Nc1nonc1C(=O)NC(c1ccccc1)c1ccccc1	10	0.4	9	5	-6	-11	1.2	2.8	-4	4	3.8
Cc1ccc([N+](=O)[O-])cc1NC(=O)c1ccc(CSc2ccccc2)cc1	3	-1.0	1	-2	-2	-2	0.9	2.0	-9	-8	0.6
CCn1c2ccccc2c2cc(NC(=O)CSc3nnc(C4CC4)n3Cc3ccco3)ccc21	-1	-2.2	2	-5	-10	-28	1.4	1.6	1	-6	-0.6
COc1cc(C(CC(=O)Nc2ncccc2C)N2Cc3ccccc3C2=O)cc(OC)c1OC (stereo unspecified)	-4	-3.3	0	-4	1	-17	1.0	-0.6	10	5	-1.2
COc1ccccc1/C=C/C(=O)NCC(=O)N/N=C/c1ccccc1[N+](=O)[O-]	-3	0.8	-1	-2	-16	-12	0.6	2.5	6	-2	3.2
Cc1nnc2sc(SCC(=O)N3CCCCC3)nn2c1=O	0	1.8	-2	-2	6	50	-0.2	0.6	-2	2	-0.7
COCCn1c(SCc2cccc(F)c2)nc2cc(C(=O)OC)ccc2c1=O	-6	/	-2	9	7	96	-0.3	0.9	-3	4	/
COc1ccc(C(=O)CC2(C(=O)O)CCCCC2)cc1	-1	1.3	4	-11	-15	6	0.5	2.4	-14	3	0.8
NC1=NN=C(N2N=C(c3ccc(Br)cc3)CC2(O)C(F)(F)F)n2ncnc2C1 (stereo unspecified)	1	1.9	-3	-6	8	-11	1.7	2.0	1	2	4.2
COc1cc2cc(CN(CCCO)S(=O)(=O)c3ccccc3)c(=O)[nH]c2cc1OC	-2	0.4	8	-3	2	304	-0.9	0.2	10	-6	0.8
COc1cc(O)ccc1C=O	-3	3.6	-3	0	9	1	-0.3	1.1	13	8	2.1
COc1ccc(OC)c(NC(=O)c2ccc(N3C(=O)C4CC=C(C)CC4C3=O)cc2)c1 (stereo unspecified)	-2	-2.1	-2	2	8	82	0.4	2.5	-11	-5	-1.0
O=C(CN(c1ccccc1)S(=O)(=O)c1ccc(Cl)cc1)Nc1ccccc1C(=O)N1CCCC1	1	0.6	0	-14	-2	-1	0.1	/	-1	8	0.1
CC(C)c1nc(SCC(=O)N2CCCC2)c2ccccc2n1	2	1.2	0	-3	-1	3	-1.4	1.8	2	3	1.2
CCn1c(=O)cc(OCC(=O)NCCc2ccc(OC)c(OC)c2)c2ccccc21	1	1.9	-3	-1	0	-16	-0.5	3.5	5	10	2.4
COc1ccc(NS(=O)(=O)c2ccc(NC(=O)Cc3cccs3)cc2)cc1	1	2.4	-2	0	7	5	1.7	2.2	?	-3	4.1
O=C(Nc1ccncc1)C1COc2ccccc2O1 (stereo unspecified)	0	1.2	0	0	17	21	0.7	2.5	7	0	1.3
O=[N+]([O-])c1ccc(O)c(C=Nc2ccc3c(c2)OCO3)c1	10	2.8	7	-2	17	1	0.6	-0.6	-3	5	0.4
Cc1cc2c(c(=O)n1Cc1ccccn1)C(C(C)C)C(C#N)=C(N)O2 (stereo unspecified)	-2	-0.7	4	0	-24	47	1.7	-0.3	-3	0	4.5
COc1ccc(CCNC(=O)C2CCN(C(=O)c3ccc(F)cc3)CC2)cc1	-2	0.2	-2	-6	5	-11	-1.6	1.0	-13	1	1.8
CN(CCOc1ccc(-c2ccn(S(=O)(=O)c3c(Cl)cccc3Cl)n2)cc1)c1ccccn1	-6	0.3	3	-12	-9	22	0.3	-2.2	12	3	0.4
COc1ccccc1NC(=O)NC1CCCCCCC1	-3	/	7	6	11	-3	-2.1	1.5	-7	-9	/
O=C(O/N=C1/CCCc2occc21)c1ccc(F)cc1	-2	-1.1	0	-6	1	-13	-0.7	3.2	6	4	1.6
CCOC(=O)C1CCN(C(=O)CCc2ccc(S(=O)(=O)NCC(C)C)cc2)CC1	2	-2.5	-5	0	-11	-2	-1.9	2.3	-4	3	-0.7
COc1ccc(CNC(=O)c2cccc(NC(=O)c3ccccc3)c2)cc1	-1	-0.4	-3	10	9	6	0.9	5.6	-4	2	1.4
CCn1c(SCC(=O)Nc2ccc(NC(C)=O)cc2)nc2c1c(=O)n(C)c(=O)n2C	-2	-3.7	-4	6	10	-8	1.4	1.0	3	-10	2.9
Cc1oc2c(cc(NS(=O)(=O)c3ccc(Cl)cc3)c3ccccc32)c1C(=O)O	8	/	-2	-12	1	-13	-2.2	0.9	6	-5	/
Cc1ccc(C)c(C(=O)CN2C(=O)CCC2=O)c1	-1	-3.8	-2	-6	12	-8	0.0	1.7	-2	6	1.0
Cc1ncoc1C(=O)Nc1ncc([N+](=O)[O-])s1	-1	-0.2	-1	1	9	40	0.3	-0.9	-12	-5	0.3

The list continues.
SMILES	DAGLB inh	E coli growth	HTR5A ag ctr	PKA-R1A activ	HTR5A inv ag	Mot1-301 SUMO	CDK5 inh	phage Ecoli inh	Tat export inh	PKA-R2B activ	AddAB inh
COc1ccc(S(=O)(=O)Cc2ccc(C(=O)N3CCN(c4ccc(Cl)cc4)CC3)o2)cc1	1	-0.4	-3	0	9	-4	0.1	1.8	2	-2	3.0
CC(C)CNc1oc(-c2ccc(F)cc2)nc1C#N	-2	-0.3	7	3	-20	5	0.6	0.6	-1	-6	5.9
CCOC(=O)CNC(=O)C1(c2ccccc2)CCCC1	-3	1.6	-3	-2	8	6	4.0	2.2	-7	2	1.7
COc1ccc(NC2=NCC(=O)N2c2ccccc2F)c(OC)c1	-6	0.4	-1	9	10	136	1.0	0.6	-8	-2	-0.7
CN(C)c1nc(Oc2ccc(N)cc2)nc(N(C)C)n1	-3	-2.0	9	5	6	3	2.3	1.3	-8	0	0.5
Cc1ccc(CN(C(=O)c2cc(=O)c3cc(Cl)c(C)cc3o2)C2CCS(=O)(=O)C2)cc1 (stereo unspecified)	2	-1.6	-3	2	-12	5	0.0	0.1	20	-7	-1.4
